L3MBTL1 inh = blocks human L3MBTL1; Potency, µM (series often up to 57.1 µM), inactives show at the top dose activity, negative = inhibition, hits mostly inhibitors; 0.66% of 230,000 active; Q9Y468; AlphaScreen L3MBTL1–H3K9me1 peptide binding; further: nearly all actives have a fitted effect of over 60% in size
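AlphaScreen assay: L3MBTL1 (50 nM final) was preincubated 30 min at room temperature with biotinylated H3(1-15)K9me1 peptide (75 nM final), then 30 min with library compounds; streptavidin donor and nickel chelate acceptor beads (10 ug/mL final) added, 30 min dark.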
TexasRed fluor = alters Texas Red total fluorescence, flagging assay interference; 0.29% of 280,000 active; TRb/SRC2 Texas Red total fluorescence interference; Potency, µM (series often up to 106 µM), without a hit: at the highest dose fluorescence change, negative = quenching; AID 1479; active means well fitted curve in either direction with a large enough effect; inconclusive means small, poorly fitted or top-dose-only effect
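Human TRb ligand-binding domain at 0.6 uM with 20 nM Texas Red SRC2 peptide in Tris buffer containing 1 uM T3 and 5% DMSO, incubated with compound 5 h at ambient temperature. Total fluorescence (555/632 nm) calculated as parallel + 2 × perpendicular.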
Tau fluor counter = counter-screen for tau fibril formation inhibitors; 0.93% of 280,000 active; tau K18 P301L Alexa594 fluorescence, heparin fibrillization; Potency, µM (highest dose often 57.7 µM), without a hit: top-dose activity change, negative = decrease; further: nearly all actives have a fitted effect of over 55% in size
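Human K18 P301L tau (15 uM unlabeled plus 0.24 uM Alexa 594-labeled, final) in 100 mM sodium acetate pH 7 was mixed with compound and 20 uM heparin and incubated 6 hr at 37 C.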
Tau fibril FP = inhibitors of human tau fibril formation; K18 P301L tau heparin fibrillization, Alexa594 FP, 6 h; Potency, µM (top dose mostly 57.7 µM), without a hit: at the top dose activity, negative = inhibition, actives largely listed as inhibitors; 0.39% of 280,000 active; further: nearly all actives have a fitted effect of over 55% in size
Target sequence (P10636 561-689 P618L limits assumed): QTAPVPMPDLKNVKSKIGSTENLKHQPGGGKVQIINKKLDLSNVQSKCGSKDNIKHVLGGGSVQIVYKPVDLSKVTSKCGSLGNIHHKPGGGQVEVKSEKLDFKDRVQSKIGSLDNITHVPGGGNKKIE
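Heparin (20 uM) drove fibril formation of recombinant tau K18 P301L, 15 uM unlabeled with 0.24 uM Alexa 594 label, for 6 hr at 37 C in 100 mM sodium acetate pH 7. Fluorescence polarization (555/632 nm) read 1 hr after 30 uM ThT.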
aGal spleen mod = inhibits or activates alpha-galactosidase in human spleen homogenate; human spleen homogenate, 4MU-alpha-Gal fluorescence, 40 min; Potency, µM (highest dose often 80 µM), for inactives: top-dose activity change, negative = inhibition, usual class: inhibitors; AID 2107; 0.008% of 240,000 active; P06280;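 further: 0% = enzyme with vehicle and -100% = no enzyme basal signal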
Target sequence (P06280 32-429 limits assumed): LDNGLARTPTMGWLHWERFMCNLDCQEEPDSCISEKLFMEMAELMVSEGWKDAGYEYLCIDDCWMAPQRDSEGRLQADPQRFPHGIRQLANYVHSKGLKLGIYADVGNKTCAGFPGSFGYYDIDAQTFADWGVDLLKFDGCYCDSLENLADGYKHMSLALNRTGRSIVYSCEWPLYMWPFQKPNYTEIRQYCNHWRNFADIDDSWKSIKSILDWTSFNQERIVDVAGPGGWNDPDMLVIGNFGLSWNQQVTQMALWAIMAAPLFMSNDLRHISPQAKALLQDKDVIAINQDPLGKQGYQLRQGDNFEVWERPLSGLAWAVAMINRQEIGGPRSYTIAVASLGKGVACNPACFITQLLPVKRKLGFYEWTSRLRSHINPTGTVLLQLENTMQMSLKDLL
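qHTS titration in buffer at pH 5.0. Alpha-galactosidase activity in spleen homogenate was measured via 4-methylumbelliferone release from 1 mM fluorogenic substrate after 40 min at 37C and a pH 10 stop. AC50 came from Hill fits of control-normalized data.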
Tau ThT inhib = tau fibrillization inhibition (ThT binding); P10636; recombinant tau K18 P301L (four-repeat tau fragment), heparin-induced fibrillization, ThT fluorescence; Potency, µM (series often up to 57.4 µM), for inactives: at the highest dose activity, negative = inhibition, hits mostly inhibitors; 2.1% of 270,000 active; AID 1460; further: nearly all actives have a fitted effect of over 55% in size
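Tau K18 P301L fragment (15 uM unlabeled plus 0.24 uM Alexa 594-labeled) in 100 mM sodium acetate pH 7 with compound, fibrillization induced by 20 uM heparin for 6 hr at 37 C. Thioflavin T (30 uM) added, fluorescence read after 1 hr (ex 450, em 510 nm).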
ALDH1A1 block = inhibitors of human aldehyde dehydrogenase 1A1. P00352. Purified ALDH1A1, NADH fluorescence, propionaldehyde substrate. Potency, µM (top dose mostly 75.3 µM), without a hit: at the highest dose activity, negative = inhibition, most hits filed as inhibitors. 7.3% of 220,000 active. AID 1030; active means well fitted inhibition curve with a large enough effect, not every such curve was filed as active; inconclusive means small, poorly fitted or top-dose-only effect, or another doubt; inactive means no such curve, though single readings can be large or run the other way;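 further: plate controls were no enzyme wells and a reference inhibitor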
Target sequence (P00352 whole entry, looked up): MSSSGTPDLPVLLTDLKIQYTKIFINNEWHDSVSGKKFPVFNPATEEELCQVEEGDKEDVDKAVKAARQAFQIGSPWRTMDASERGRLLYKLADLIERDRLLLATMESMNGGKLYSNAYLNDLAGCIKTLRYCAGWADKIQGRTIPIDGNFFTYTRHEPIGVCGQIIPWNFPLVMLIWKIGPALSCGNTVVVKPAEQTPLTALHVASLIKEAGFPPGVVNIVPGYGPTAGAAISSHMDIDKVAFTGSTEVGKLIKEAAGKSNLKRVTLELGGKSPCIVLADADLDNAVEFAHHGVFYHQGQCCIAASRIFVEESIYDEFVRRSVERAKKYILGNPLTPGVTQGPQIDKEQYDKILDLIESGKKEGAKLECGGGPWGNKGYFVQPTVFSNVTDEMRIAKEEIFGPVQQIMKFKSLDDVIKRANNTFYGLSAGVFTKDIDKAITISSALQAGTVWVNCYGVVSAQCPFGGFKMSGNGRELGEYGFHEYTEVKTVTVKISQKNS
TRb SRC2 PPI = TRbeta-SRC2 interaction inhibition; TRbeta-SRC2 peptide binding, fluorescence polarization; receptor liganded with 1 µM T3; Potency, µM (top dose mostly 106 µM), for inactives: at the top dose activity change, negative = inhibition, usual class: inhibitors; 0.065% of 280,000 active;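 further: plate controls were bound peptide for no effect and peptide without receptor for full effect; nearly all actives have a fitted effect of over 50% in size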
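Compounds were added to 0.6 uM TRb ligand-binding domain and 20 nM Texas Red-labeled SRC2 peptide in Tris buffer containing 1 uM T3, incubated 5 hr at ambient temperature, then read by fluorescence polarization.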
* marks the source's active call; other numbers are inactive results; ? = inconclusive; nt = no result given; [ ] = dose if it differs, or a comment. Unless noted, the call rests on the fitted dose curve; in most records, active means well fitted curve in the direction sought with a large enough effect; inconclusive means small, poorly fitted or top-dose-only effect, or another doubt; inactive means no such curve, though single readings can be large; an effect the other way counts as inactive or inconclusive. Unless noted, on the % scale 0 is the no-effect control and ±100 the full control effect; potency means the concentration at half of the fitted maximal effect.

Results follow in this order: L3MBTL1 inh | TexasRed fluor | Tau fluor counter | Tau fibril FP | aGal spleen mod | Tau ThT inhib | ALDH1A1 block | TRb SRC2 PPI
CC(=O)Nc1ccc(NS(=O)(=O)c2ccc3c(c2)CCCN3C(C)=O)cc1
  nt | 3% | 1% | -4% | nt | 6% | nt | 2%
CN(Cc1ccccc1)C(=O)c1ccccc1NC(=O)C1CC1
  3%[11.4 µM] | 2% | 9% | 3% | -1% | 8% | 10% | -3%
COc1ccc(CN(C(=O)Nc2ccccc2)c2ccccn2)cc1OC
  nt | 7% | -21% | -5% | nt | -9% | nt | 0%
COC(=O)c1cc(Oc2ccc(C(=O)OC)cc2N)cc(C(=O)OC)c1
  0% | 5% | -16% | 12% | -2% | -3% | -17% | -15%
Cn1cc(Br)c(-c2cccc(NC(=O)CC(C)(C)CC(=O)O)c2)n1
  1% | -2% | -15% | 0% | 4% | -13% | ? | 3%
CN(C(=O)COC(=O)c1ccc(Cl)cc1N)C1CCS(=O)(=O)C1 (centres undefined)
  nt | -3% | -6% | 1% | 15% | -10% | ? | 3%
CCOc1ccc2nc(N3CCCC(C(=O)Nc4cc(C)ccc4C)C3)sc2c1 (centres undefined)
  nt | 20µM*[quencher] | -24% | 5% | nt | -9% | nt | -9%
CCn1nc(C)cc1C(=O)N1CCCC(C(=O)c2ccc3ccccc3c2)C1 (centres undefined)
  -1% | -3% | 11% | -8% | -8% | 10% | ? | 6%
COC(=O)c1sc(-c2ccccc2)cc1NC(=O)Nc1ccc(F)cc1
  nt | -1% | ? | 18µM* | nt | -4% | nt | -6%
Cc1ccc(C(C)C)c(OCC(=O)NNC2=CC(=O)CC(C)(C)C2)c1
  3% | -6% | -10% | 3% | 12% | -10% | nt | -2%
CCCCC(=O)Nc1cc(C)c(NC(=O)c2cccs2)cn1
  1% | 0% | -9%[2.34 µM] | ? | 5% | -1% | 10% | -4%
O=C(c1cc2ccccc2oc1=O)N(Cc1ccc2c(c1)OCO2)Cc1ccco1
  -2% | 3% | -16% | -10% | -4% | -10% | ? | 4%
CCOCCCNC(=O)/C(C#N)=C/c1ccc(-c2ccc(S(=O)(=O)N3CCOCC3)cc2)o1
  1% | -1% | ? | 11% | -1% | ? | ? | -1%
Cc1ccc(-c2cccc(C(=O)NCCc3ccccc3)n2)c2ccccc12
  7% | 0% | -9% | 11% | -18% | -11% | 1% | -3%
CC(=O)c1ccc(NC(=O)C2CC(=O)N(Cc3ccccc3)C2)cc1 (centres undefined)
  nt | 0% | -17% | -1% | ? | 8.9µM* | 14µM* | -7%
CC12CC3CC(C)(C1)CC(Nc1nc(N4CCOCC4)nc4ccccc14)(C3)C2
  0% | -1% | -18% | 3% | 4% | -9% | ? | -6%
CC(C)OCCCNC(=O)C(=O)N/N=C/c1ccc(OCc2ccccc2)cc1
  -12% | -2% | 13% | -4% | 11% | ? | 9% | -1%
CCOc1ccc2[nH]c(=O)c(CN(CCc3ccccc3)C(=O)N3CCCC3)cc2c1
  3% | -6% | -12% | -3% | 0% | -18% | ? | -5%
COc1ccc(NS(=O)(=O)c2ccc(Cl)c(N)c2)cc1Br
  28% | -8% | ? | -13% | -3% | -2% | -3% | -6%
CCOC(=O)/C=C/C(=O)Nc1ccc(S(=O)(=O)Nc2c(C)cc(C)cc2C)cc1
  6% | 2% | -20% | ? | 6% | -14% | 13µM* | -14%
Cc1ccn2c(Nc3ccc4c(c3)OCO4)c(-c3ccco3)nc2c1
  nt | -1% | ? | -6% | nt | ? | nt | -6%
COc1ccc(N2CCN(c3ncnc4c3cnn4-c3ccc(C)cc3C)CC2)cc1
  -14% | 0% | -4% | 2% | -3% | ? | ? | -10%
CC(C)CC(=O)NC(=S)Nc1ccc(S(=O)(=O)N2CCN(C)CC2)cc1
  -4% | 2%[53 µM] | 12% | 2% | -4% | 17% | ? | -5%[53 µM]
CC(C)(C)NCC(O)COc1ccc(Br)cc1 (centres undefined)
  8% | -2% | -4% | 0% | 4% | -3% | 15% | -5%
Cc1[nH]n(C)c(=O)c1C(=O)c1c(-c2c(Cl)cccc2Cl)noc1C
  -23% | -2% | -3% | -3% | -3% | ? | 8.9µM* | -7%
O=C(CSc1cccc2cccnc12)Nc1cccc(S(=O)(=O)N2CCOCC2)c1
  4% | -1% | -14% | -7% | 7% | -4% | ? | -3%
CCCCc1ccc(NC(=O)CC(C)=O)cc1
  -1% | -4% | -9% | 1% | 7% | 5% | -5% | -2%
O=Cc1s/c(=N\S(=O)(=O)c2ccccc2)n(CCCCl)c1Cl
  6% | 0% | -12% | ? | 11% | 28µM* | ? | -1%
COC(C[C@H]1O[C@H]1[C@@H](O)COCc1ccccc1)OC
  nt | 0% | 1% | -1% | -4% | -5% | nt | 4%
O=C(c1ccccc1F)N1CCCC(c2ccccc2)C1 (centres undefined)
  5% | 0% | 9% | 2% | 4% | 3% | 6% | -4%

Ordered by number of heavy atoms (low to high): some entries from above.
Results follow in this order: L3MBTL1 inh | TexasRed fluor | Tau fluor counter | Tau fibril FP | aGal spleen mod | Tau ThT inhib | ALDH1A1 block | TRb SRC2 PPI
CCCCc1ccc(NC(=O)CC(C)=O)cc1
  -1% | -4% | -9% | 1% | 7% | 5% | -5% | -2%
COC(C[C@H]1O[C@H]1[C@@H](O)COCc1ccccc1)OC
  nt | 0% | 1% | -1% | -4% | -5% | nt | 4%
COc1ccc(NS(=O)(=O)c2ccc(Cl)c(N)c2)cc1Br
  28% | -8% | ? | -13% | -3% | -2% | -3% | -6%
COc1ccc(CN(C(=O)Nc2ccccc2)c2ccccn2)cc1OC
  nt | 7% | -21% | -5% | nt | -9% | nt | 0%
Cc1ccc(-c2cccc(C(=O)NCCc3ccccc3)n2)c2ccccc12
  7% | 0% | -9% | 11% | -18% | -11% | 1% | -3%
CC12CC3CC(C)(C1)CC(Nc1nc(N4CCOCC4)nc4ccccc14)(C3)C2
  0% | -1% | -18% | 3% | 4% | -9% | ? | -6%
O=C(CSc1cccc2cccnc12)Nc1cccc(S(=O)(=O)N2CCOCC2)c1
  4% | -1% | -14% | -7% | 7% | -4% | ? | -3%
CCOc1ccc2[nH]c(=O)c(CN(CCc3ccccc3)C(=O)N3CCCC3)cc2c1
  3% | -6% | -12% | -3% | 0% | -18% | ? | -5%

Remaining list, next part
Results follow in this order: L3MBTL1 inh | TexasRed fluor | Tau fluor counter | Tau fibril FP | aGal spleen mod | Tau ThT inhib | ALDH1A1 block | TRb SRC2 PPI
CCN(CC)CCN1C(=O)c2ccccc2NC1c1cccc(F)c1 (centres undefined)
  3% | 1% | 1% | 3% | 6% | -1% | ? | 1%
Cc1cccc(-c2noc(CNC(=O)c3ccccc3Br)n2)c1
  nt | 0% | -14% | -11% | nt | -3% | nt | -3%
CC(C)C(=O)Nc1nnc(CCN2CCOCC2)s1
  nt | -3% | -11% | 6% | 5% | -13% | 10% | -6%
COC(=O)c1cn(NC(=O)C2CCC(C(C)(C)C)CC2)c(=O)c2ccccc12 (centres undefined)
  -5% | 1% | -10% | -3% | 4% | 0% | 1% | 5%
CCOC(=O)C1CCCN(CC(=O)N2CCCc3c2c(=O)oc2ccc(OCc4ccccc4)cc32)C1 (centres undefined)
  nt | -1% | -20% | 8% | nt | ? | nt | 3%
C/C(CC(=O)Nc1cccnc1)=N\NC(=O)c1ccc([N+](=O)[O-])c(Cl)c1
  -15% | -5% | -10% | 1% | -6% | -7% | 0% | 4%
CCOC(=O)C1CCN(C(=O)Cn2ncc3c([nH]c4ccccc43)c2=O)CC1
  nt | -3% | 1% | 3% | nt | 3% | nt | 10%
O=c1c2c(nc3nc[nH]n13)CCC2
  nt | 1% | 0% | -2% | -2% | -2% | 10% | 5%
CC(C)[C@@H](C(=O)N1CCNCC1)n1cc(CCO)nn1
  5% | 0% | 6% | 7% | 1% | 5% | -2% | 4%
COc1c(OC)c(O)c2c(=O)cc(-c3c(O)cccc3O)oc2c1OC
  -20% | -5% | ? | 2% | -4% | ? | ? | -2%
O=S(=O)(Nc1ccc2c(c1)nc1n2CCOC1)c1ccc(Cl)cc1
  3% | 1% | -8% | -9% | 3% | -10% | 2% | 7%
O=S(=O)(Nc1cccc(Cl)c1)c1ccc2oc(=S)[nH]c2c1
  -2% | -1% | -9% | 2% | -2% | -13% | 1µM* | -2%
O=C1CS(=O)(=O)C2(C(=O)N(Cc3ccc(F)cc3)c3ccccc32)N1c1cccc(C(F)(F)F)c1 (centres undefined)
  nt | -5% | ? | -17% | nt | ? | nt | 5%
Cc1ccc(Cl)cc1NC(=O)C1CCCN(S(=O)(=O)c2cccc3cccnc23)C1 (centres undefined)
  nt | -1% | -26% | -9% | nt | -5% | nt | -5%
C=CCn1c(C)cc(C(=O)Cn2ncc(Cl)c(Cl)c2=O)c1C
  14µM* | -2%[53 µM] | -1% | -1% | 4% | -13% | ? | -13%[53 µM]
COc1ccc(CSc2nc(C)[nH]c2[N+](=O)[O-])cc1[N+](=O)[O-]
  nt | -1% | -3%[0.0958 µM] | -2%[0.0958 µM] | -12% | nt | nt | -4%
CC(C)NC(=O)C(Sc1ccccc1)c1ccccc1 (centres undefined)
  nt | 0% | -8% | -3% | -4% | -6% | 9% | -12%
COc1ccc(CN(Cc2ccco2)c2cnc(S(C)(=O)=O)nc2C(=O)Nc2ccc(C)c(Cl)c2)cc1
  nt | -10% | -9% | -20% | nt | -3% | nt | 7%
COC(=O)c1sc2cccc(F)c2c1S(=O)(=O)NCc1ccccc1Cl
  nt | 0% | -12% | -8% | nt | 6% | nt | -8%
O=C(Nc1nonc1-c1ccc(Cl)cc1)c1ccccc1F
  nt | 0% | -4% | -1% | nt | ? | nt | -5%
O=C(CCc1nnc(CCCCc2ccccc2)o1)N1CCN(CCO)CC1
  4% | 0% | 1% | 5% | 4% | -6% | nt | 2%
CCCc1cc(C(=O)N2CCN(S(=O)(=O)c3ccc(OC)c(OC)c3)CC2)cs1
  nt | 2% | 0% | 3% | 0% | 1% | -11% | -4%

Screens deposited in PubChem BioAssay by National Center for Advancing Translational Sciences (NCATS).
